Bioassay records as filed in PubChem BioAssay.
ERp5 inh: inhibitors of ERp5-driven insulin aggregation, primary screen, biochemical, turbidity, absorbance 650 nm, single point | Protein disulfide-isomerase A6 (Homo sapiens), Q15084 | AID 651711, 2012 | 90 min | inhibition, % at 9.99 µM | 350,000 tested, 0.05% active;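 active means mean replicate inhibition above about 25%, with every replicate also reaching it, limit read from the data, passing the limit was not always enough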
E-selectin induc: E-selectin induction in HUVECs, primary screen, imaging, HUVEC, immunofluorescence imaging, single point. P16581. normalized: neutral wells 0, TNF-alpha wells 100. activation, % at 7.58 µM. 260,000 tested, 0.37% active. AID 686992, 2013;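 active means mean E-selectin-positive cell signal at least 10% of the positive control, reached in at least 60% of replicates, without over 20% cell loss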;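 further: in these data hits start at about 27%; measured in HUVEC primary endothelial cells; signal is the percent of cells scored E-selectin positive by PE staining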
Target sequence (P16581 whole entry, looked up): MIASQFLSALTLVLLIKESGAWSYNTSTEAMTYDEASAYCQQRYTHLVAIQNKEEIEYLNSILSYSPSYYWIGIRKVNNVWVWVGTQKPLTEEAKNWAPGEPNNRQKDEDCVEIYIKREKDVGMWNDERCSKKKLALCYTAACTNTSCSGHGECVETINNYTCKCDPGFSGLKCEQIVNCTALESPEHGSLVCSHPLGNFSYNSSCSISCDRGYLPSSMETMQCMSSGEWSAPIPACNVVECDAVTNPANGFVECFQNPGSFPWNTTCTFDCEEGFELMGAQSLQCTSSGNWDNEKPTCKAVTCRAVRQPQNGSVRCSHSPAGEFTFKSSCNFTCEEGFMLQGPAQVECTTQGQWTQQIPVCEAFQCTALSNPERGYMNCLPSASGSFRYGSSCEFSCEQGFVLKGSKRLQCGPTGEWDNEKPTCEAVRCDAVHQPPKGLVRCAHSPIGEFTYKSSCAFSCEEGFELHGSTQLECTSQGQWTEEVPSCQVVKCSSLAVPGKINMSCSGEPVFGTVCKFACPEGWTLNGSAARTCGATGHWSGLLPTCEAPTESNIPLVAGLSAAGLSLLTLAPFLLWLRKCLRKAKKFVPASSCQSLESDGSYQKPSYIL
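Assay system: HUVEC, human umbilical vein endothelial cells / Amount: 3,000 HUVEC/well / Controls: TNF-alpha positive control, DMSO neutral control / Compound dosing: single concentration / Medium: EGM-2 over gelatin coat / Evaluation: percent E-selectin-positive cells / Signal: immunofluorescence imaging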
Xi reactivation: activators of inactive X chromosome reactivation, primary screen, imaging, XiGFP fibroblasts, GFP high-content imaging, set 2; XiGFP mouse fibroblasts, % GFP-positive cells imaging, 3 d; cells co-treated with 5-aza-dC sensitizer; scaled so ellipticine positive control = 100%; activation, % at 7.58 µM; 360,000 tested, 0.055% active; AID 743238, 2013;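 active means mean normalized replicate activation at least 10% and every replicate at or above 10%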;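 further: 0% = median of on-plate neutral control wells and 100% = ellipticine 6 µM median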
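Schedule: 3 d treatment, 15 min room-temperature fixation; system: 68-5-11 XiGFP fibroblast line; buffer or medium: DMEM plus 5-aza-dC sensitizer; control set: ellipticine 6 µM positive control; compound: one concentration, pinned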
esBAF inh: Bmi1 luciferase reporter increase in mESCs, primary screen, esBAF inhibitor project, mouse ES cells, Bmi1 luciferase knock-in, single point | 24 h; 100% = twice the neutral-well signal | reporter increase, % at 12.5 µM | 350,000 tested, 2% active; in the data active means activation above about 40%;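 further: 0% = median of the plate's neutral control wells and 100% = double that signal; a rise in the Bmi1 reporter signal indicates esBAF inhibition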
RAD52 anneal inh: RAD52 DNA annealing inhibitors, primary screen, biochemical, FRET, single point, set 2; inhibition, % at 18.7 µM; DNA repair protein RAD52 homolog (Homo sapiens), P43351; recombinant RAD52 DNA annealing, FRET fluorescence; 360,000 tested, 0.46% active;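 active means every replicate showing at least 50% inhibition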
Target sequence (P43351 whole entry, looked up): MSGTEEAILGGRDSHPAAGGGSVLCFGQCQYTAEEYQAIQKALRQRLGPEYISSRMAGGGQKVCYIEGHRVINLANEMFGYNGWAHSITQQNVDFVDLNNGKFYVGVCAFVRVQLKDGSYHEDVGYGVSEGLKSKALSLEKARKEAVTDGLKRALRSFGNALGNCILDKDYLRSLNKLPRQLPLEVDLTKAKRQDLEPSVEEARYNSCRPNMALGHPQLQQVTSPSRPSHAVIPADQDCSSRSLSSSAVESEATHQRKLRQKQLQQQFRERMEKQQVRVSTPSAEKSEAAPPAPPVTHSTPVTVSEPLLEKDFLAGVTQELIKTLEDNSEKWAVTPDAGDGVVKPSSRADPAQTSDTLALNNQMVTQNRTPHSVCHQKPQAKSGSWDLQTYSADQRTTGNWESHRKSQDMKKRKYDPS
S100A4 inh HTS: inhibitors of S100A4-myosin IIA peptide binding, primary screen, biochemical, fluorescence polarization, TAMRA-MyoIIA peptide. Protein S100-A4 (Homo sapiens), P26447. inhibition, % at 10.7 µM. 360,000 tested, 0.14% active. AID 652163, 2013;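 active means mean inhibition of at least 70% across replicates, with every replicate also reaching that level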
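Material: S100A4 monomer protein | Medium: HEPES pH 7.2 with CaCl2, KCl, NaCl, DTT, Triton | Reagent: Labelled myosin peptide probe, 5 nM | Doses: One dose per compound | Times: 5 min incubation before reading | Benchmarks: Neutral control DMSO, positive control TFP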
ERAP1 HTS inh: human ERAP1 aminopeptidase inhibitors, primary screen, biochemical, single point, plate reader; inhibition, % at 10.7 µM; Endoplasmic reticulum aminopeptidase 1 (Homo sapiens), Q9NZ08; 340,000 tested, 0.15% active; recombinant ERAP1, Leu-AMC fluorescence, 60 min;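 active means mean replicate inhibition of at least 30%, or all replicates individually reaching that 30% level; inactive means mean below 30% and not every replicate reaching it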;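 further: 0% = neutral control wells and 100% = L-leucinethiol positive control wells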
RAD54 inh: inhibitors of human RAD54 branch migration, primary screen, biochemical, fluorescence, single point; 360,000 tested, 0.14% active; inhibition, % at 10.4 µM; RAD54 Holliday junction branch migration, FAM/BHQ fluorescence;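 active means mean normalized replicate activity at least 40 and at least half of replicates scoring 40 or more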;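 further: 0% = median of neutral control wells and 100% = median of positive control wells; inhibitors cause a drop in the FAM fluorescence signal; in these data hits start at about 50%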
* hit, by the source's call; · = no result given. Compounds were not picked by outcome. Share with any hit: about 2.5%.

SMILES	ERp5 inh	E-selectin induc	Xi reactivation	esBAF inh	RAD52 anneal inh	S100A4 inh HTS	ERAP1 HTS inh	RAD54 inh
O=C(Nc1nnc(S(=O)(=O)N2CCCC2)s1)c1ccccc1Br	-1.3	0.0	0.2	-5.6	-10.7	1.4	-0.8	-5.5
O=C(CN1CCCC1)Nc1ccc(OC(F)(F)F)cc1	1.6	·	0.0	-1.0	-8.4	0.0	-8.9	-5.8
Cc1nc(-c2cccc(NC(=O)c3cccc(S(=O)(=O)N4CCCC4)c3)c2)cs1	0.4	·	0.0	4.3	-49.6	3.2	-0.2	-20.3
CCN1C(=O)[C@@H]2[C@@H](c3ccc(-c4ccc(Cl)c(Cl)c4)cc3)N3CCC[C@@]3(C(=O)OC)[C@@H]2C1=O	2.7	0.0	0.1	6.9	-138.9	7.8	·	-5.8
C[C@H](CO)N1C[C@H](C)[C@H](CN(C)S(=O)(=O)c2ccc(Cl)cc2)Oc2ccc(NC(=O)Nc3ccc(C(F)(F)F)cc3)cc2C1=O	2.1	-0.3	-0.1	4.0	8.6	4.2	-1.7	-3.3
CCc1ccc(NC(=O)C(C)OC(=O)/C=C/c2ccc(O)c(OC)c2)cc1 (configuration not stated)	6.9	-1.2	-0.1	6.0	-1.8	-9.7	0.9	-0.3
COc1ccc(NC(=O)Cn2nc(C(=O)O)c3ccccc3c2=O)cc1OC	3.7	-0.1	0.1	-1.7	2.7	25.4	-0.6	-1.7
CN1CCN(C(=O)C[C@@H]2C[C@@H]3c4cc(NC(=O)Nc5ccc(C(F)(F)F)cc5)ccc4O[C@@H]3[C@@H](CO)O2)CC1	-0.2	-0.5	0.0	4.0	37.5	28.3	2.4	11.9
Cc1ccc(S(=O)(=O)N2[C@@H](CO)CO[C@H]2CC(=O)OCc2ccccc2)cc1	2.0	-0.2	0.1	·	-1.9	22.5	-6.7	·
O=C1CCN(S(=O)(=O)c2ccccc2)CCN1CCOCc1cccc(F)c1	-1.0	0.0	0.1	-0.7	-0.8	-0.3	1.5	10.2
CC1(O)C(=O)C2(C)C=CC1C1C(=O)N(c3ccccc3)C(=O)C12 (configuration not stated)	3.5	-0.2	0.2	·	-9.1	9.4	-3.3	·
CN(C)c1ccc(CNC(=O)CN(C)S(=O)(=O)c2ccc3c(c2)c(=O)n(C)c(=O)n3C)cc1	-18.6	·	0.0	-3.3	-0.7	-10.7	0.4	-5.2
C=C(C)Cn1c(C2CC(=O)N(Cc3ccccc3)C2)nc2ccccc21 (configuration not stated)	-0.4	0.0	-0.1	5.9	10.4	-1.6	1.3	1.2
O=C(Nc1cccc(Cl)c1)Nc1cnccn1	2.1	-0.5	0.4	·	-14.6	4.5	1.0	-8.1
Cn1ccc2c(-c3cccc4ccccc34)cc3c(c21)C1CCC3C1 (configuration not stated)	6.4	0.0	-0.1	9.3	-18.4	-8.7	-3.5	-5.3
COc1ccc([C@H]2C[C@H](n3cc(COC(=O)c4ccccc4)nn3)[C@@H](O)CN2C(=O)c2cccs2)cc1	-1.8	-0.1	0.0	1.5	-2.3	-5.3	18.6	4.6
NC(=O)N/N=C\c1cc(Br)ccc1O	1.8	·	0.0	·	-10.3	5.9	1.5	·
CCC(=O)N[C@H]1C=C[C@@H](CC(=O)NCC2CCCCC2)O[C@@H]1CO	6.5	-0.2	-0.2	-5.6	-2.4	2.0	3.4	1.6
CN1CCN(CCc2nc3cc(NC(=O)COc4ccc(Cl)cc4)ccc3n2C)CC1	2.6	·	0.0	8.1	6.5	-2.2	-5.1	4.8
CCCn1c(NCc2ccc(C)o2)nc2ccccc21	3.0	·	·	5.9	-22.5	-1.9	-2.6	15.7
O=C(c1ccccc1)c1ccc(CN2C(=O)c3ccccc3C2=O)o1	-2.5	·	·	3.6	-17.2	1.6	-6.3	3.0
CCCNC(=O)[C@H]1[C@H](CO)[C@H]2Cn3c(cccc3=O)[C@H]2N1Cc1ccccc1Cl	-2.8	-0.1	0.4	0.3	-3.2	6.7	-1.1	-3.3
CO[C@H]1CN(C)C(=O)c2cc(NC(=O)NC(C)C)ccc2OC[C@H](C)N(Cc2ccccn2)C[C@@H]1C	-6.2	-0.2	0.0	-0.5	7.7	61.0	-2.6	8.6
COc1ccc(N2CCN(C(=O)C(NC(=O)c3c(F)cccc3F)C(C)C)CC2)cc1 (configuration not stated)	0.3	-0.1	0.0	-6.3	-22.9	-2.3	-2.0	-8.3
O=C(C1CCCCC1)N1[C@H](CO)[C@H]2c3ccccc3N(S(=O)(=O)c3ccccc3)C[C@H]21	-3.8	0.0	-0.1	-6.3	-1.5	5.2	2.2	-0.7
The list continues.
SMILES	ERp5 inh	E-selectin induc	Xi reactivation	esBAF inh	RAD52 anneal inh	S100A4 inh HTS	ERAP1 HTS inh	RAD54 inh
Cc1cccc(C(=O)NC(=S)N2CCN(c3ccc([N+](=O)[O-])cc3)CC2)c1	1.4	0.4	0.5	·	-7.7	14.6	2.5	·
Nc1nc(SCc2ccc(F)cc2)ns1	-2.6	0.0	0.0	·	1.1	1.1	-3.5	·
O=C(C[C@H]1CC[C@@H]2[C@H](COC[C@H](O)CN2C(=O)c2ccc3c(c2)OCO3)O1)NC1CCCC1	·	0.0	0.2	-7.2	·	·	·	-0.7
CCSc1nnc(NC(=O)NCC(F)(F)F)s1	-2.3	·	·	0.6	-5.2	-1.6	-2.1	9.2
COc1ccc(NC(=O)N(C)C[C@H]2OCCCC[C@@H](C)Oc3ccc(NS(=O)(=O)c4c(C)noc4C)cc3C(=O)N([C@H](C)CO)C[C@@H]2C)cc1	·	-0.3	0.1	3.3	·	·	·	-6.0
COc1ccc(NS(=O)(=O)c2cccc(C(=O)O)c2)cc1S(=O)(=O)N1CCCCC1	-0.1	-0.3	0.1	1.1	-3.9	-3.5	-0.5	-2.6
Cc1ccc(C(=O)Nc2cccnc2)cc1[N+](=O)[O-]	-0.6	·	0.1	·	-11.5	-2.4	-1.2	-1.2
COc1ccccc1N1CCN(C2CCN(C(=O)c3cccc(F)c3)CC2)CC1	-0.7	0.2	0.2	·	-11.2	-4.3	-0.7	·
CN(C)c1ccc(NC(=O)CN2C3CCCC2CC(NC(=O)c2ccccc2)C3)cc1 (configuration not stated)	-0.9	-0.1	0.1	14.4	7.5	-4.5	-2.1	-3.5
CCN(Cc1cc(=O)[nH]c2ccccc12)C(=O)C(C)C	2.4	8.9	0.0	-4.3	-6.5	30.7	-0.2	5.6
CCOc1ccc(CCNC(=O)c2cccc(C#N)c2)cc1OCC	1.4	2.7	0.1	·	-7.7	-0.5	-0.6	·
O=C(c1cc(C2CCCCN2S(=O)(=O)c2ccccc2)on1)N1CCOCC1 (configuration not stated)	-7.9	-0.1	-0.1	-6.7	-8.9	-14.9	-1.4	1.1
COC(=O)[C@H]1[C@H]2C[C@@H]3c4[nH]c5cc(OC)ccc5c4CCN3C[C@H]2C[C@@H](OC(=O)/C=C/c2cc(OC)c(OC)c(OC)c2)[C@@H]1OC	-0.3	0.1	0.0	-0.6	-25.0	-9.7	-2.4	3.6
C[C@@H]1CN([C@H](C)CO)C(=O)c2cc(-c3ccc(F)cc3)cnc2O[C@H]1CN(C)CC1CCOCC1	2.5	-0.1	0.0	-0.7	5.6	12.1	0.0	2.8
CC(C)CN(CCNC(=O)CN1N=C(c2ccc(Cl)cc2)CCC1=O)CC(C)C	-2.4	·	0.0	-4.3	-1.6	-3.0	3.3	-0.6
COc1cc(/C=C2/N=C(c3ccccc3)OC2=O)c(F)cc1OCc1ccccc1	8.4	0.1	0.0	-11.5	-118.7	-2.9	3.0	8.3
CCCCCCCCN1C(=O)[C@@H](CC(=O)NCc2cccc(C(F)(F)F)c2)C[C@@]2(C(=O)OC)C1=C[C@H](C(C)(C)C)O[C@@H]2C	9.1	-0.4	0.0	·	-9.7	1.2	-1.6	·
CCOC1=C2[C@H]([C@H]3C(=O)N(c4ccccc4)C(=O)[C@H]3C1)[C@@H](c1ccccc1)N(S(=O)(=O)c1ccc(C)cc1)[C@H]2c1ccccc1	-1.8	·	-0.1	-4.9	-13.0	0.1	·	-8.5
COc1ccccc1CCCNC(=O)C1CCC(=O)N(CCc2ccc(Cl)cc2)C1 (configuration not stated)	9.4	-0.2	0.0	12.0	-8.9	3.7	-4.4	-1.1
COc1ccc(C)cc1NC(=O)CN(c1ccc(C)cc1)S(C)(=O)=O	-8.1	·	0.1	2.3	-11.3	3.2	-2.9	·
CCC(C)[C@H]1COCCS(=O)(=O)N1Cc1ccccc1F (some centres not stated)	-2.4	·	0.0	1.0	-15.2	-2.1	-3.3	-1.3
CO[C@@H]1CN(C)C(=O)c2ccc(NS(=O)(=O)c3cn(C)cn3)cc2OC[C@@H](C)N(Cc2cccc(C(F)(F)F)c2)C[C@H]1C	-3.0	-0.1	0.2	3.6	8.7	-0.6	0.6	-9.7
CC12COC3(C(=O)N4CCN(c5ccccn5)CC4)CC1CCC32C (configuration not stated)	6.6	0.1	·	·	-17.3	-6.1	·	-0.2
CC1=C(C(=O)OC2CCCCC2)C(c2cccnc2)n2ncnc2N1 (configuration not stated)	-0.7	·	0.0	6.7	-3.0	-7.9	-0.8	7.8
CCC(C(=O)O)P(=O)(c1ccc(Cl)cc1)c1ccc(Cl)cc1 (configuration not stated)	4.6	·	0.0	·	-3.4	-6.2	10.4	·
COc1ccc(N2CCN(C(=O)Cc3csc(NC(=O)Nc4ccccc4OC)n3)CC2)cc1	9.9	-0.2	0.1	-0.1	-106.2	-18.6	-0.1	10.4
COC(=O)[C@H]1C[C@@H]1[C@H](NS(=O)(=O)c1ccccc1)c1ccccc1	-1.6	3.7	-0.3	6.9	-13.6	3.3	3.3	3.7
O=C(C[C@@H]1C/C=C\C[C@@H](Cc2ccc(F)cc2)C(=O)OC[C@@H](Cc2c[nH]c3ccccc23)NC1=O)NCCO	3.4	-0.1	0.0	-3.8	-9.6	-14.0	1.0	0.5
COc1ccc(CN(C(=O)c2oc3ccc(F)cc3c2C)C2CCS(=O)(=O)C2)cc1 (configuration not stated)	4.3	0.0	-0.1	-0.7	-16.4	1.2	-4.5	1.2
